MgcRacGAP inhibition – MgcRacGAP GTPase-activating activity inhibitors, confirmation, biochemical, ADP Hunter fluorescence; MgcRacGAP-stimulated Rac1 GTP hydrolysis, ADP Hunter fluorescence; higher % means a stronger effect; GST-tagged Rac1 F28L mutant substrate; inhibition, % at 30 µM, or IC50 in µM where a hit was titrated; 340,000 tested, 0.6% active; AID 624330;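 active = first-screen hits whose inhibition reached a set limit at any dose in the follow-up dose series; inconclusive = inhibition above the set first-screen limit but never retested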;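 also: fluorescence reports GDP produced by GAP-driven GTP hydrolysis; strong numbers were not always called active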
An asterisk follows results filed as active; ? = inconclusive. Not all compounds are listed, so the mix of outcomes need not match the whole.

MgcRacGAP inhibition	compound
-1.5%	CCOc1cc(C)nc(N2CCC(C(=O)NCC3CCCO3)CC2)n1 (stereo not given)
31.4%	CC(/C=C/c1ccc(O)cc1)=NNc1ccccc1
15.5%	Cc1ccc(-n2c(SCC(=O)NC3CCS(=O)(=O)C3)nc3ccccc3c2=O)c(C)c1 (stereo not given)
5.1%	C[C@H]1CN([C@@H](C)CO)C(=O)c2cc(Br)cnc2O[C@H]1CN(C)C(=O)c1ccc2c(c1)OCO2
4.6%	CC1(C)c2ccccc2C(=O)c2ccccc21
0.2%	NC(=O)c1ccc(NC(=O)COC(=O)c2ccccc2SCC(=O)N2CCCC2)cc1
18.1%	CN(Cc1ccccc1)C(=O)c1[nH]cnc1C(=O)Nc1ccccc1F
2.8%	O=C(NCC1CCCO1)c1ccc2c(c1)N(Cc1ccc(Cl)cc1)CCS2 (stereo not given)
8.8%	C[C@@H]1CN([C@@H](C)CO)C(=O)c2cc(Br)cnc2O[C@H]1CN(C)C(=O)c1cccc(F)c1
5.7%	O=C(O)c1ccc2c(c1)S(=O)(=O)c1cc(N3CCN(c4ncccn4)CC3)ccc1C2=O
13.6%	COc1ccccc1NC(=O)COC(=O)c1ccc2c(=O)n3c(nc2c1)CCC3
15.1%	COc1cccc2nc3c(C(=O)NCCN(C)C)cccc3cc12
-1.5%	COc1cc(OC)c(-c2oc3ccccc3c(=O)c2O)c(OC)c1
14.0%	C[C@H](NC(=O)c1ncn2c1C(=O)NC[C@@H]2C)c1ccccc1
5.8%	COc1cc(OC)c(C=NNC(=S)NC23CC4CC(CC(C4)C2)C3)c(OC)c1
11.7%	O=C1CCN(CCCN2CCC(=O)N(Cc3ccccc3)C2=S)C(=S)N1Cc1ccccc1
13.9%	C[C@H](CO)N1C[C@H](C)[C@@H](CN(C)S(=O)(=O)c2cccc(C#N)c2)OCc2cn(nn2)CCCC1=O
7.5%	CC1=C(C(=O)Nc2ccccc2C(=O)N2CCN(c3ccccc3)CC2)SCCO1
9.3%	CN(CCc1ccccc1)C(=O)c1ccc(NC(=O)Cc2cccc(NC(=O)C3CCN(C(=O)C4CCC4)CC3)c2)cc1
5.2%	Cc1cccc(-c2ccc3c(c2)C2CC3CCN2C(=O)OCc2ccccc2)c1 (stereo not given)
10.1%	C#CCN(C[C@H]1[C@H](OC(=O)NCc2ccco2)[C@H](OC(=O)NCc2ccco2)C[C@H]2C(=O)N(c3ccccc3)C(=O)[C@@H]12)S(=O)(=O)c1ccc(C)cc1
10.7%	COc1ccc(N2CC(C)(C)[C@H](CC(=O)Nc3ccccc3)C2=O)cc1
7.8%	C=CCn1c(=O)[nH]c(=O)c2c(N)c(C(=O)c3ccc(OC)cc3)sc21
6.1%	Cc1cc(C)c(NC(=O)C2CCN(S(C)(=O)=O)CC2)c(C)c1
13.3%	CCCC#Cc1ccc2c(c1)O[C@H](CN(C)S(=O)(=O)c1cccc(OC)c1)[C@H](C)CN([C@H](C)CO)S2(=O)=O
8.8%	Nc1c(Br)cc(Br)c2c1-c1ccc([N+](=O)[O-])cc1C2
3.8%	O=Cc1ccc([B-](F)(F)F)s1
7.0%	CN(C(=O)c1cccc(NC(=O)Cc2cccc(NC(=O)C3CCN(C(=O)c4ccccc4)CC3)c2)c1)C1CCCC1
2.4%	COc1ccccc1C(=O)OCCc1ccccc1
5.6%	O=C(Cc1cccc(NC(=O)C2CCCN(C(=O)C3CC3)C2)c1)Nc1cccc(C(=O)N2CCCCC2)c1 (stereo not given)

Ordered by the number under MgcRacGAP inhibition (high to low): 3 from the list above
molecule | MgcRacGAP inhibition
CN(C(=O)c1cccc(NC(=O)Cc2cccc(NC(=O)C3CCN(C(=O)c4ccccc4)CC3)c2)c1)C1CCCC1 | 7.0%
Cc1cccc(-c2ccc3c(c2)C2CC3CCN2C(=O)OCc2ccccc2)c1 (stereo not given) | 5.2%
CC1(C)c2ccccc2C(=O)c2ccccc21 | 4.6%

(list continues)
MgcRacGAP inhibition	compound
4.7%	COCCn1c(N)c(N(Cc2ccccc2)C(=O)c2ccc(N3CCCC3=O)cc2)c(=O)[nH]c1=O
-11.7%	O=C(CCn1cccn1)N1CCCC(Nc2ccc(F)c(F)c2)C1 (stereo not given)
17.4%	CCN1CCN(c2nc3c(c(=O)[nH]c(=O)n3C)n2Cc2cccc(C)c2)CC1
18.8%	COC(=O)c1ccc(CCc2cc(O)c(Br)cc2O)cc1
-4.3%	Cc1nc(C(=O)N2CCCC(N3CCN(c4ccc(F)cc4)CC3)C2)cs1 (stereo not given)
8.5%	CN1C(=O)CCS(=O)(=O)C1c1ccc(Cl)c(Cl)c1 (stereo not given)
0.4%	ON=C1c2ccccc2-c2ccc(Br)cc21
1.3%	CCOC(=O)C1=C(COC(=O)c2cc(S(=O)(=O)N3CCOCC3)ccc2F)NC(=O)NC1C (stereo not given)
9.6%	Cc1ccccc1S(=O)(=O)N1C[C@H]2CON(C)[C@H]2C[C@H]1c1cccc(Oc2ccccc2)c1
10.3%	CSc1ncnc2c1ncn2CCCNCCCN1CCCC1=O
15.2%	CCCCC[C@@H](/C=C/C1C(=O)C=C[C@H]1C/C=C\CCCC(=O)OC)OC(C)=O (stereo not given in full)
5.8%	COCOCCn1cc(CN2CCS(=O)(=O)N(Cc3ccc(-c4ccc(C)cc4)cc3)C(C(C)C)C2=O)nn1 (stereo not given)
11.1%	CN1CCn2cnc(C(=O)Nc3ccc(CNC(=O)OC(C)(C)C)cc3)c2C1=O
13.5%	C[C@@H]1CN([C@@H](C)CO)C(=O)c2cc(Br)cnc2O[C@H]1CN(C)C(=O)c1ccc2c(c1)OCO2
-1.3%	Cc1noc(C)c1C(=O)OCC(=O)Nc1cccc(F)c1
5.3%	COc1ccc(CNc2ccncc2)c(OC)c1OC
8.5%	Cc1ccc(/C(O)=C2/C(=O)C(=O)N(CCCn3ccnc3)C2c2cccnc2)cc1 (stereo not given)
10.1%	Cc1ccc([C@H]2C[C@@H](O)[C@H](n3cc(-c4ccc(F)cc4)nn3)CN2C(=O)c2cccs2)cc1
19.7%	Cc1c(C)c2cc(Cl)c(OCC(=O)Nc3ccccn3)cc2oc1=O
7.3%	O=C(C[C@@H]1C[C@H]2c3cc(NC(=O)c4cccnc4)ccc3O[C@H]2[C@H](CO)O1)NCc1ccc(Oc2ccccc2)cc1
?	CCSc1nc2c([nH]1)c(=O)n(C)c(=S)n2C
3.2%	CC1=CC(=O)C(C(C)=Nc2ccccc2[N+](=O)[O-])C(=O)O1 (stereo not given)
12.8%	CCCCN1CC(COCc2ccccc2)Oc2cccc(NCc3ccc(OC)cc3)c2S1(=O)=O (stereo not given)
7.2%	COc1cccc(CN(C)C(=O)c2cccc(S(=O)(=O)Nc3cccc(C)c3)c2)c1OC
1.9%	O=C(COC(=O)/C=C/c1cccc(F)c1)NC1CCCCC1
3.8%	COc1ccc(/C=C2\SC(=S)N(CCCC(=O)N3CCN(C)CC3)C2=O)cc1OC
-4.3%	O=C1OCCC1=Cc1ccccc1
-3.5%	CC1CCCCN1C(=O)COC(=O)CSc1ccc(C(N)=O)cc1[N+](=O)[O-] (stereo not given)
8.8%	CC(O)(P(=O)(O)O)P(=O)(O)O
4.4%	COc1cc(N(C(C)=O)c2ccc(O)cc2)c2ncccc2c1

Another view of part of the listing above.
SMILES: CN1CCn2cnc(C(=O)Nc3ccc(CNC(=O)OC(C)(C)C)cc3)c2C1=O
  MgcRacGAP inhibition = 11.1%
SMILES: C[C@@H]1CN([C@@H](C)CO)C(=O)c2cc(Br)cnc2O[C@H]1CN(C)C(=O)c1ccc2c(c1)OCO2
  MgcRacGAP inhibition = 13.5%
SMILES: Cc1noc(C)c1C(=O)OCC(=O)Nc1cccc(F)c1
  MgcRacGAP inhibition = -1.3%
SMILES: COc1ccc(CNc2ccncc2)c(OC)c1OC
  MgcRacGAP inhibition = 5.3%

Further entries.
MgcRacGAP inhibition	compound
7.9%	COc1ccc(-c2cc3nc(-c4ccccc4)cc(N4CCN(C(=O)c5ccoc5)CC4)n3n2)cc1
9.1%	COc1ccccc1CCc1nnc(CCC(=O)NCCC2CCCCO2)o1 (stereo not given)
7.0%	CCOc1ccccc1NC(=O)C1C(c2ccccc2)C1(Cl)Cl (stereo not given)
18.2%	C[C@H](CO)N1C[C@H](C)[C@@H](CN(C)C(=O)Nc2ccc3c(c2)OCCO3)OCc2cnnn2CCCC1=O
4.3%	COCCN(C(=O)COC(=O)/C=C/c1ccc(SC)cc1)c1c(N)n(Cc2ccccc2)c(=O)[nH]c1=O
-11.1%	N/C(=N\OC(=O)c1ccccc1)C(C(=O)NOC(=O)c1ccccc1)C1CCCCC1 (stereo not given)
5.4%	CC(=O)N(C(C)=O)c1ccc2c(c1)OCCO2
14.8%	CCc1sc(C(=O)N(CCOC)c2c(N)n(Cc3ccccc3)c(=O)[nH]c2=O)cc1C
-4.8%	c1ccc(-c2nnnn2-c2ccccn2)cc1
4.1%	COC(=O)C(C(=O)OC)C1C=CCN(C(C)=O)C1 (stereo not given)
4.7%	CC1(c2ccc3c(c2)OCCCO3)NC(=O)N(CC(=O)NCCc2ccc(F)cc2)C1=O (stereo not given)
1.9%	O=C(C=CC(=O)OC1CCCCC1)OC1CCCCC1
2.9%	COc1cc(C2C(c3ccccc3)C(c3cc(OC)cc(=O)o3)C2c2ccccc2)oc(=O)c1 (stereo not given)
75.2µM*	c1nc(SSc2ncnc3nc[nH]c23)c2[nH]cnc2n1
9.7%	C#CCN1C=CC(=O)[C@@H](OC(=O)Nc2ccc(Br)cc2)[C@H]1c1ccccc1Br
14.6%	COc1cccc(S(=O)(=O)N(C)C[C@@H]2OCc3cnnn3CCCC(=O)N([C@H](C)CO)C[C@H]2C)c1
13.6%	CCN(CC)C(=O)C1=C(C)N(Cc2ccccc2)C(=O)C(CC(=O)NC(c2ccccc2)c2ccccc2)C1 (stereo not given)
19.4%	CC1=C(C(=O)N(C)C)CC(CC(=O)NCCN2CCOCC2)C(=O)N1CCC1=CCCCC1 (stereo not given)
12.4%	CCS(=O)(=O)c1ccc(C=NNc2nc3ccccc3o2)cc1
3.9%	O=C(Cn1ccc(=O)[nH]c1=O)Nc1ccc(O)c([N+](=O)[O-])c1
15.4%	Cc1ccc(S(=O)(=O)N2CCCCC2)cc1NC(=O)CN1CCCC1c1cccs1 (stereo not given)
-2.6%	O=C(NCC1CCCN1S(=O)(=O)c1cccs1)C(=O)Nc1ccccc1F (stereo not given)
-1.4%	O=C(C(Cl)Cl)N1CC2CCC(CC2)C1
5.5%	CCOc1ccc(NC(=O)c2ccc(NS(=O)(=O)c3cccc4cccnc34)cc2)cc1
5.9%	CC(C)(C)OC(=O)N(CCc1ccccc1)Cc1ccc(OCc2cccc(NC(=O)C3CC3)c2)cc1
13.5%	C[C@@H]1CN([C@@H](C)CO)C(=O)c2cc(Br)cnc2O[C@@H]1CN(C)Cc1ccc(Oc2ccccc2)cc1
0.6%	CC(=O)N1C[C@H]2CON(C)[C@H]2C[C@H]1c1cccc(N2CCOCC2)c1
9.5%	CC(C)(C)c1ccc(C(=O)O/N=C(\N)Cc2cccs2)cc1
1.5%	O=C(CC(=O)c1ccncc1)c1ccccc1
-35.5%	O=C(NNC(=O)C1CCC1)c1ccc(F)cc1

(next part)
MgcRacGAP inhibition	compound
1.7%	CCC/C=C/c1ccc(CN2C(C)C(=O)N(Cc3cn(CCC4OCCCO4)nn3)CCS2(=O)=O)cc1 (stereo not given)
-6.9%	CCN1C(=O)C(=CC=CN(C)c2ccccc2)SC1=S
8.2%	COc1cc(CN(C)C(=O)C(=O)c2c[nH]c3ccccc23)ccc1O
-1.1%	Nc1ccc(CCc2ccccn2)cc1
4.3%	COc1cc(OC)cc(C(=O)NNC(=O)C(CCC(N)=O)NS(=O)(=O)c2ccc(Cl)cc2)c1 (stereo not given)
8.4%	COc1cc(NC(=O)CN2CCN(C(=O)c3ccco3)CC2)c(C)cc1[N+](=O)[O-]
7.8%	COc1cc2ccc(C(C)=NOC(C)=O)cc2cc1OC
25.7%	CC(C)(C)NCC(=Cc1ccccc1)C(=O)c1ccccc1
14.0%	Cc1cccc(NC(=O)COC(=O)c2c(-c3ccccc3)noc2C)c1
4.1%	CC1(C)OC2OC3C(CNCCO)OC(c4ccccc4)OC3C2O1 (stereo not given)
8.9%	C#CCN1C=CC(=O)[C@@H](OC(=O)Nc2ccccc2Br)[C@H]1c1ccccc1Br
18.2%	COc1cccc(CN(C)CCCn2cnc3c(SC)ncnc32)c1
5.0%	Cn1cnc2c(ncn2C2OC(CO)C(O)C2O)c1=S (stereo not given)
3.6%	Cc1cccc(Cc2nc3ccccc3[nH]2)c1
7.2%	Cc1[nH]c2ccccc2c(=O)c1CNCc1ccccc1
11.7%	O=C1CN(C(=O)CN2CCN(S(=O)(=O)c3ccccc3)CC2)c2ccccc2N1
5.2%	C[C@@H]1CN([C@@H](C)CO)S(=O)(=O)c2ccc(-c3ccc(C(=O)N(C)C)cc3)cc2O[C@@H]1CN(C)Cc1ccccc1C(=O)O
12.7%	CC(=O)c1sc(NC(=O)CCc2ccccc2)nc1C
19.0%	Cc1ccc(C(=O)NCC(=O)OCC(=O)N(CC(C)C)c2c(N)n(Cc3ccccc3)c(=O)[nH]c2=O)s1
11.5%	Cc1ccc2nc3n(c(=O)c2c1)-c1cc2ccccc2cc1C(=O)NC3Cc1ccccc1 (stereo not given)
-8.0%	CC(NS(=O)(=O)c1ccc2[nH]c(=O)[nH]c2c1)c1ccc(F)cc1 (stereo not given)
2.9%	Cc1ccccc1OCCC(=O)Nc1ccc(S(=O)(=O)N2CCCC2)cc1
6.4%	C[C@@H]1CN([C@@H](C)CO)C(=O)c2cc(NS(C)(=O)=O)ccc2O[C@@H]1CN(C)Cc1ccc(C(F)(F)F)cc1
-0.4%	CCCCn1cnc2c(SCc3ccccc3)nc(N)nc21

Part of the list above, reformatted:
> CC(=O)c1sc(NC(=O)CCc2ccccc2)nc1C
  MgcRacGAP inhibition: 12.7%
> Cc1ccc(C(=O)NCC(=O)OCC(=O)N(CC(C)C)c2c(N)n(Cc3ccccc3)c(=O)[nH]c2=O)s1
  MgcRacGAP inhibition: 19.0%
